Screening results deposited in PubChem by NCI.
All columns: NCI-60 one-dose screen, growth in % after 48 h at 10 µM unless noted; 100 = growth as untreated, 0 = no growth, -100 = all killed.
HL-60(TB): HL-60(TB) leukemia cells | 9% of 78,000 active | AID 1794776; active = growth percent below 10
* marks the source's active call; other numbers are inactive results; & = joins results of further samples; [ ] = another dose, or the depositor's remark. Some of the compounds tested; count on the stated rates, not on these rows.

SMILES	HL-60(TB)
COc1cc(C(=O)NNC(C)C)cc(OC)c1OC	90
Clc1cc(Cl)cc(N2N=C(c3ccc4c(c3)OCO4)CC2c2cccc(Nc3ccnc4cc(Cl)ccc34)c2)c1 (configuration not stated)	102
CC(N)C(Cc1ccccc1)c1ccc(Cl)cc1 (configuration not stated)	67
COc1ccc(/C=C2\N=C3N(NC4(CCCc5ccccc54)N3c3ccccc3)C2=O)cc1 (configuration not stated)	100
COc1ccc(C(=O)CCC(=O)O)cc1	99
CC(=Nc1ccccc1)C1=C(O)C(Cc2cccc(F)c2)NC1=O (configuration not stated)	-15*
c1ccc2c(CNC3CCCCC3)c[nH]c2c1	116
CCOC(=O)c1cnc2ccccc2c1Cl	122
CCCCCCCCCCC(CN(CC)CC)C(O)c1ccccc1 (configuration not stated)	45
C=C1C(=O)O[C@H]2[C@H]1CC/C(C=Nc1c(N)cc(F)cc1Br)=C\CC[C@@]1(C)O[C@@H]21	37
CCCCCCCCCCCCC[C@H](O)C[C@H](O)[C@H](C)N	55[1.25 µM]
CCN1CCN(/C(=N\c2sc(-c3ccccc3)nc2-c2ccccc2)c2ccccc2)CC1	51
C[C@]12CCC(=O)C[C@H]1CC[C@@H]1[C@@H]2C(=O)C[C@@]2(C)[C@H]1CC[C@]2(C)O	105
CCCCONc1c2ccccc2nc2ccccc12	122
Cn1cc(Nc2ncc(C(N)=O)c(NCCCNC(=O)C3CCC3)n2)cn1	98
N#Cc1c(-c2ccccc2)cc(-c2ccccc2)n(CCCCC(=O)O)c1=O	102
COc1ccc2oc(=O)cc(COc3ccc(N=Cc4ccccn4)cc3)c2c1	79
CCOc1cc(C=O)cc(I)c1O	110
CCc1c(C)c2ccc3c(c2oc1=O)N=C(c1ccccc1)CO3	89
OCc1ccc(N2CCc3cccc(F)c3C2)cc1Cl	80[0.1 µM]
O=C(Nc1cccc(C(F)(F)F)c1)Nc1cccc(C(F)(F)F)c1	-28*
N[C@@H](Cc1ccccc1)[C@@H](O)C(=O)NCCc1ccccn1	112
Nc1ccc(-c2nc3ccc(Cc4ccc5nc(-c6ccc(N)cc6)[nH]c5c4)cc3[nH]2)cc1	62
COc1ccc2cc(C(C)C(=O)Nc3ccc(-c4nnc(C5CCCCC5)o4)cc3)ccc2c1 (configuration not stated)	95
C=CCOC(=O)C1=C(C)NC2=C(C(=O)CCC2)C1c1ccc(OC)cc1 (configuration not stated)	91
Remaining list, next part:
SMILES	HL-60(TB)
O=C([O][Hg][CH2]C1COCC([CH2][Hg][O]C(=O)c2ccccc2)O1)c1ccccc1 (configuration not stated)	23
CCOC(=O)N(C)c1ccccc1	92
COc1ccccc1-c1ccc2c(C)nc3oc(-c4cc(OC)c(OC)c(OC)c4)nc3c2n1	79
COc1ccc(-n2nc(C(=O)NCCCCC(=O)NO)nc2-c2ccccc2)cc1	96
N=c1ccn2c(n1)OC1C(O)C(CCl)OC12 (configuration not stated)	87
COc1ccc(CN2c3ccccc3Sc3ccccc32)cc1F	-7.5*
OC(c1ccccc1)C(c1ccccc1)N1CCCCC1 (configuration not stated)	93
COc1ccc(S(=O)(=O)n2cc(C3OC(c4cc(OC)c(OC)c(OC)c4)=NN3C(C)=O)c3ccccc32)cc1OC (configuration not stated)	111
CC(C)N=c1cc2n(-c3ccc(Cl)cc3)c3ccccc3nc-2cc1Nc1ccc(Cl)cc1	-36*
CS(=O)(=O)NCc1ccco1	89
CN[C@]1(c2ccccc2Cl)CCCC[C@@H]1NCCCN1CCCC1	106
COc1cc(CN(Cc2ccccc2)c2c(NC3CCCCC3)oc(=O)c3ccccc23)cc(OC)c1OC	119
CC(C)[C@@H]1CC[C@@H](C)C[C@H]1O	119&99&96
CC(C)(C)CC(C)(C)NC(=O)Nc1ncccc1OCc1ccc(F)cc1	65
Cn1cnc2c1c(=O)n(CC(=O)Nc1ccccc1)c(=O)n2C	96
COc1ccc2c(c1)c(CC(=O)[Se]CCC#N)c(C)n2C(=O)c1ccc(Cl)cc1	-44*
COc1ccc(-c2nc3c(c(-c4ccccc4)nn3-c3ccccc3)c(-c3ccc(N4CCCCC4)cc3)c2C#N)cc1	102
CC(=O)C1=C(C)NC(NNC(=O)Nc2ccc(Cl)cc2)=NC1c1ccc(Cl)cc1 (configuration not stated)	81
Nc1c(Cl)cc(Br)c(Cl)c1Br	96
CC(=O)O[C@H]1CC[C@@]2(C)[C@@H](CC[C@@H]3[C@@H]2CC(=O)[C@@]2(C)[C@H]3C[C@@H](C(C(C)=O)C(C)=O)[C@@H]2C(C)=O)C1	111
CC(C)(C)C(=O)Nc1ccccc1	115
N#C/C(Sc1nc2sc3c(c2c(=O)n1Cc1ccccc1)CCCC3)=C(/S)Nc1ccccc1	90
CC(=O)Nc1ccc(-n2c(O)c(/C=N/NC(=O)Cc3ccccc3Nc3c(Cl)cccc3Cl)sc2=S)cc1	99
COc1ccc(CSc2nnc(-c3nn(-c4ccc(Cl)cc4Cl)c(-c4ccc(Cl)cc4)c3C)n2CCc2ccccc2)cc1	91
N#Cc1c(-c2ccccc2)cc(-c2ccccc2)n(CC(=O)NO)c1=O	-56*
New compounds follow:
SMILES	HL-60(TB)
COc1ccc(/C=N/Nc2nc(-c3nnn(-c4ccc([N+](=O)[O-])cc4)c3C)cs2)cc1OC	95
O=C1CSC(=Nc2ccc(Cl)c(C(F)(F)F)c2)N1	96
CCN(CC)CCN1CC(=O)Nc2cc(Cl)ccc21	99
CCCCOc1ccc(C(N)Cc2ccccc2)cc1 (configuration not stated)	85
COc1cc2nc(-c3ccc(C(F)(F)F)cc3)cc(OCCCN3CCC(O)CC3)c2cc1OC	27
O=C(NCCNc1nccc(-n2ccc3cccnc32)n1)c1ccc(F)cc1	94
Cc1ccc(S(=O)(=O)NC(CCC(=O)Nc2ccc(Cl)cc2)C(=O)Nc2ccc(Cl)cc2)cc1 (configuration not stated)	24
NCCSSC/C=C\CSSCCN	59
Fc1ccc(-c2ccc(CCC3CC3)cc2)cc1	108
CC(C)(c1ccccc1)c1ccc(N)cc1	102
CCOC(=O)c1cccc2c1-c1ccccc1C2=O	110
COc1cc(/C=N/Nc2ccnc3cc(Cl)ccc23)cc(OC)c1O	-45*
Oc1ccccc1N=Cc1c(O)ccc2ccccc12	9.0*
N#CC1=C(N)Oc2c(c(=O)[nH]c3ccc(Cl)cc23)C12c1cc(Br)ccc1-c1ccc(Br)cc12	78
CC(C)(C)c1ccc(Cn2cc(CSc3nc4ccccc4s3)nn2)cc1	94
NS(=O)(=O)c1ccc(CCN2C(=O)C3C(C2=O)C2(Cl)C(Cl)=C(Cl)C3(Cl)C2(Cl)Cl)cc1 (configuration not stated)	78
O=S1(=O)CCN(CCCc2ccccc2)CC1	118
O=C(O)C1C2CC3C(OC(=O)C31)C2Br (configuration not stated)	103&97
Cc1nc(S(=O)(=O)c2ccccc2)c(S(=O)(=O)Cc2ccc([N+](=O)[O-])cc2)o1	90
COc1ccc(CSC(=N)N)cc1	103
CN1C(=O)/C(=c2\sc3n(c2=O)C2C(NN=3)N(C)C(=O)N2C)c2ccccc21 (configuration not stated)	103
NNC(=O)c1ccncc1	90&92
O=C1Nc2cc(Cl)ccc2/C1=C\c1ccc(OCc2ccccn2)cc1	95
COc1cc(OC)c(/C=C/c2cc[n+](C)c3ccccc23)c(OC)c1	-26*
O=C1Nc2ccc(F)cc2/C1=N/N=C/c1ccccc1F	67

The closing two records of the section above are carried over, then new ones follow:
SMILES	HL-60(TB)
COc1cc(OC)c(/C=C/c2cc[n+](C)c3ccccc23)c(OC)c1	-26*
O=C1Nc2ccc(F)cc2/C1=N/N=C/c1ccccc1F	67
NCCOc1ccc([N+](=O)[O-])cc1Cl	98
COc1ccc2c(c1)c(-c1nc(-c3c[nH]c4ncccc34)cs1)cn2CCN	41
Cc1ccc(O)c(N=Nc2cc(C)[nH]n2)c1	49
Cc1cccc(NC2=C(C#N)C(=O)NC3(CCCC3)S2)c1	90
COC(=O)CN1CC1	88&101
CS(=O)(=O)Nc1ccc(C(=O)N=Nc2c(O)[nH]c3ccc([N+](=O)[O-])cc23)cc1	99
CCCCNC(=O)Oc1ccc(/C(=C(\C)c2ccc(OC)cc2)c2ccc(OCCN3CCCCC3)cc2)cc1	35
CC1(C)C=Cc2c(ccc3c2N(O)C(=O)[C@]32C[C@@]34NC(=O)[C@]5(CCCN5C3=O)C[C@@H]4C2(C)C)O1	100
Brc1cnc2[nH]cc(-c3nnc(-c4ccccc4)o3)c2c1	95
Cc1ccc(C)c(NC(=O)c2ccccc2C(=O)O)c1	99
CCC(C)C(N)C1=NC(C(=O)NC(CC(C)C)C(=O)NC(CCC(=O)O)C(=O)NC(C(=O)NC2CCCCNC(=O)C(CC(N)=O)NC(=O)C(CC(=O)O)NC(=O)C(Cc3cnc[nH]3)NC(=O)C(Cc3ccccc3)NC(=O)C(C(C)CC)NC(=O)C(CCCN)NC2=O)C(C)CC)CS1 (configuration not stated)	106
CCn1cc(-c2ccnc(NCCCNS(=O)(=O)c3ccccc3)c2)c(-c2cccc(OC)c2)n1	101
COc1nc2ccc(C)cc2cc1/C=C1/C=C(c2ccccc2)NC1=O	97
Cc1ccc(S(=O)(=O)Nc2ccccc2)cc1N	96
Cc1cc2c(cc1Cl)C(=O)/C(=C/c1ccccc1)O2	-14*
COc1cccc(-c2nn(-c3ccccc3)cc2-c2ccnc(NCCNS(=O)(=O)c3ccc(Br)cc3)c2)c1	32
CC1CCC2(CC1)N=C(N)NC(Nc1ccc(S(N)(=O)=O)cc1)=N2 (configuration not stated)	102
C/C=C/C=C/C(=O)OCC	111
CC(=O)N(C(C)=O)c1ccc2c(c1)Cc1ccccc1-2	84
CCOC(=O)c1c2c(n(-c3ccccc3)c1-c1ccccc1)C=CCCC2	65
COc1ccc(OC)c2nc3c(nc12)C(=O)c1ccccc1C3=O	114
CCCCCCCCC1C(C)(c2ccccc2)CC1(C)c1ccccc1 (configuration not stated)	117
O=C(CCl)Oc1ccc(-c2ccccc2)c(Br)c1	105
FC(F)(F)c1ccc(/C=N/Nc2nnc3n2N=C(c2ccccc2)CS3)cc1	99
O=C(c1ccc(O)c(O)c1)[C@@H](Cl)[C@]1(O)C(=O)Nc2ccccc21	101
More results
SMILES	HL-60(TB)
CCOC(=O)/C=C/c1cccc2c1C(=O)NC(C)(c1cc3cc(OC)ccc3oc1=O)N2 (configuration not stated)	52
CCOC(=O)/C=C/c1c(OC)cc(OC)cc1OC	79
CCOC(=O)C(Cc1ccccc1)P(=O)(OCC)OCC (configuration not stated)	98
COc1ccc(/C=N/NC(=O)CSc2nc(-c3cnccn3)cc(-c3cccs3)c2C#N)cc1OC	101
Cc1cn(N2C(=O)CSC2c2ccc(C3SCC(=O)N3n3cc(C)c(-c4ccccc4)nc3=S)cc2)c(=S)nc1-c1ccccc1 (configuration not stated)	102
O=C(COc1ncnc2sc3c(c12)CCCC3)NNC(=O)c1ccc([N+](=O)[O-])cc1	112
CC1CN=C(c2ccccn2)C(c2ccccn2)=N1 (configuration not stated)	87
O=C(CC1CC(c2ccc(-c3noc(=O)[nH]3)cc2)=NO1)NO (configuration not stated)	97
COc1ccc(CN2c3ccccc3Sc3ccccc32)cc1O	21
O=C1CSC(=S)N1/N=C/c1cccc(OCc2ccccc2)c1	68
C=C1C(=O)O[C@H]2[C@H]1CC/C(COC(=O)NCc1ccc(OC)c(OC)c1)=C\CC[C@@]1(C)O[C@@H]21	36
S=c1[nH]nc(Nc2ccccc2Cl)s1	104
Nc1nc(N)c(N=O)c(N)n1	104
N#Cc1nc(-c2cc3ccccc3oc2=O)oc1N1C[C@@H]2C[C@H](C1)c1cccc(=O)n1C2	100
O=C(O)CCSc1nc2ccccc2s1	104
Cc1ccc(C2=NN/C(=N\C(=S)Nc3ccc(Cl)cc3)SC2)cc1	94
CCOC(=O)Nc1nc2ccc(SCC(C)C)cc2s1	12
Cc1cscc(C)c1=S	111
COc1cc2nc(N3CCN(C(=O)C4CCCO4)CC3)nc(N)c2cc1OC (configuration not stated)	101
COc1ccc(-n2c(SCC(=O)NNS(=O)(=O)c3ccccc3)nc3ccc(Cl)cc3c2=O)cc1	107
Oc1ccccc1-c1nc2ccccc2o1	90
Cc1cnc(CSc2nc(-c3ccc(-c4ccccc4)cc3)cn2-c2ccc(Cl)cc2)c(C)c1	90
C=C(C)C1CCC(=C)C2CCC3(C)OC12/C=C(/COC(C)=O)CCC3O (configuration not stated)	91
NC(=O)c1c(Cl)c(Cl)c(Cl)c(Cl)c1C(=O)O	100
CCCCCCCC/C=C\CCCCCCCCOc1cccc(CC(=O)NCC[N+](C)(C)C)c1	61
Oc1ccc(NCc2ccc(Oc3ncnc4ccccc34)cc2)cc1	31

Of the compounds above, 14 contain two or more sulfur atoms.
SMILES	HL-60(TB)
N#C/C(Sc1nc2sc3c(c2c(=O)n1Cc1ccccc1)CCCC3)=C(/S)Nc1ccccc1	90
CC(=O)Nc1ccc(-n2c(O)c(/C=N/NC(=O)Cc3ccccc3Nc3c(Cl)cccc3Cl)sc2=S)cc1	99
NCCSSC/C=C\CSSCCN	59
CC(C)(C)c1ccc(Cn2cc(CSc3nc4ccccc4s3)nn2)cc1	94
Cc1nc(S(=O)(=O)c2ccccc2)c(S(=O)(=O)Cc2ccc([N+](=O)[O-])cc2)o1	90
COc1ccc(/C=N/NC(=O)CSc2nc(-c3cnccn3)cc(-c3cccs3)c2C#N)cc1OC	101
Cc1cn(N2C(=O)CSC2c2ccc(C3SCC(=O)N3n3cc(C)c(-c4ccccc4)nc3=S)cc2)c(=S)nc1-c1ccccc1 (configuration not stated)	102
O=C1CSC(=S)N1/N=C/c1cccc(OCc2ccccc2)c1	68
S=c1[nH]nc(Nc2ccccc2Cl)s1	104
O=C(O)CCSc1nc2ccccc2s1	104
Cc1ccc(C2=NN/C(=N\C(=S)Nc3ccc(Cl)cc3)SC2)cc1	94
CCOC(=O)Nc1nc2ccc(SCC(C)C)cc2s1	12
Cc1cscc(C)c1=S	111
COc1ccc(-n2c(SCC(=O)NNS(=O)(=O)c3ccccc3)nc3ccc(Cl)cc3c2=O)cc1	107
